S100A4 MyoIIA: S100A4-myosin IIA interaction inhibition. P26447. S100A4/TAMRA-MyoIIA peptide fluorescence polarization. inhibition, % at 10.7 µM. 360,000 tested, 0.14% active. AID 652163;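 active = mean inhibition of at least 70% across replicates, with every replicate also reaching that level; inconclusive = mean inhibition reaches 70% but some replicates fall short; inactive = mean inhibition below 70%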
Target sequence (P26447 whole entry, looked up): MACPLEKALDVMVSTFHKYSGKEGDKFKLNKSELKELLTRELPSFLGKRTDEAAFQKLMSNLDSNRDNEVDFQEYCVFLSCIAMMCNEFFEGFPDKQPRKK
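Material: S100A4 monomer protein / Buffer or medium: 50 mM HEPES pH 7.2, 10 mM CaCl2, 100 mM KCl / Times: 5 min incubation before reading / Benchmarks: neutral control DMSO, positive control TFP / Reagent: labelled myosin peptide probe, 5 nM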
SIRT5 block: sirtuin-5 (human) deacylase inhibition | 330,000 tested, 1.1% active | AID 652115 | Purified SirT5, succinyl-peptide AMC, trypsin-coupled fluorescence | Q9NXA8 | inhibition, % at 15 µM; in the data active = inhibition above about 15%; inconclusive = no clear call, values can overlap the other calls
Target sequence (Q9NXA8 whole entry, looked up): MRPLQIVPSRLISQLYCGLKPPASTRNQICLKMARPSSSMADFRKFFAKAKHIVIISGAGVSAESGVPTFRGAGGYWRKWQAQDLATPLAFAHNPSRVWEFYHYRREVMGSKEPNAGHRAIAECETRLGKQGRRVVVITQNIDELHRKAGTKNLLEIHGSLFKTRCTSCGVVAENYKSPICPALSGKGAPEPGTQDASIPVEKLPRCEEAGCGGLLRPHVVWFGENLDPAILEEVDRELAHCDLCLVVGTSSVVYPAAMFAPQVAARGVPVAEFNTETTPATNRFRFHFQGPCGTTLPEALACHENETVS
E-sel inducer: E-selectin induction on HUVECs. 260,000 tested, 0.37% active. activation, % at 7.58 µM. P16581. HUVEC E-selectin immunofluorescence imaging; normalized: neutral wells 0, TNF-alpha wells 100. AID 686992;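 active = mean E-selectin-positive cell signal at least 10% of the positive control, reached in at least 60% of replicates, without over 20% cell loss; inconclusive = no rule given, readout overlaps actives, possibly toxicity-flagged; inactive = the rest, including those meeting only one limit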;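 note: in these data hits start at about 27%; measured in HUVEC primary endothelial cells; signal is the percent of cells scored E-selectin positive by PE staining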
Target sequence (P16581 whole entry, looked up): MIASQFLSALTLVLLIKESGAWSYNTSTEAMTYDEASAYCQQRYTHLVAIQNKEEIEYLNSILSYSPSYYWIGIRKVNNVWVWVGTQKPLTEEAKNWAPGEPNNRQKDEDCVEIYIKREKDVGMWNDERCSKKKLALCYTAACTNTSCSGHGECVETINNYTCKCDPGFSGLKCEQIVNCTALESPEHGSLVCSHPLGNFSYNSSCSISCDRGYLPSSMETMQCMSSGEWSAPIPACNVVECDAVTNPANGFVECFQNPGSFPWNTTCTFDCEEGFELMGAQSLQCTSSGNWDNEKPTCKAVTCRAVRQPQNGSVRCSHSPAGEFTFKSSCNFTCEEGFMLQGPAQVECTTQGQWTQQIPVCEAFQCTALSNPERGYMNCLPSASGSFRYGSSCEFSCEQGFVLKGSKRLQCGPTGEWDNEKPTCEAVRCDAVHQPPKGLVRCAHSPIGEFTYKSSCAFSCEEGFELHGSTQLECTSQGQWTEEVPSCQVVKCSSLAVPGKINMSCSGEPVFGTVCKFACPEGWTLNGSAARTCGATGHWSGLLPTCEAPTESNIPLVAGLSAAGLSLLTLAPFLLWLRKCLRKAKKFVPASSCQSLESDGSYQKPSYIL
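Read-out basis: % PE-positive cells; Test system: HUVEC primary endothelial cells; Technique: immunofluorescence imaging; Dosing: single-point compound dose.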
ERp5 block: inhibitors of human ERp5; Q15084; ERp5 insulin aggregation, absorbance 650 nm, 90 min; inhibition, % at 9.99 µM; 350,000 tested, 0.05% active;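 active = mean replicate inhibition above about 25%, with every replicate also reaching it, limit read from the data, passing the limit was not always enough; inconclusive = only one of those two criteria met; inactive = neither criterion met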
DENV2 CPE: protects cells from dengue virus 2 cytopathic effect | DENV2-infected cells, cytopathic effect rescue, plate reader | CPE inhibition, % at 9.99 µM | 350,000 tested, 1.7% active; in the data active = CPE inhibition above about 20%, passing the limit was not always enough; inconclusive = no clear call, values can overlap the other calls; tested in BHK-21 cells;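 note: 0% = median of neutral control wells and 100% = median of positive control wells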
PglD inh: PglD (C. jejuni) enzyme inhibition | 360,000 tested, 0.098% active | AID 602405 | purified PglD enzyme, DTNB colorimetric CoA detection | inhibition, % at 12.5 µM; in the data active = inhibition above about 16%, passing the limit was not always enough; inconclusive = no clear call, values can overlap the other calls; note: strong numbers were not always called active
C2C12 statin: suppression of simvastatin myotoxicity; C2C12 myotubes + simvastatin, ATP luminescence, 48 h; scaled: DMSO 0, geranylgeraniol control 100; rescue of ATP level, % at 7.49 µM; 330,000 tested, 0.78% active;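 active = mean ATP rescue above about 67%, or every replicate alone reaching that limit, limit read from the data, passing the limit was not always enough; inconclusive = no clear call, values can overlap the other calls; inactive = mean under the limit and some replicate under it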;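 note: myotubes were challenged with 10 µM simvastatin during compound exposure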
* hit, by the source's call; ? = inconclusive; nt = no result given. An excerpt; rates above refer to the full screens.

SMILES | S100A4 MyoIIA | SIRT5 block | E-sel inducer | ERp5 block | DENV2 CPE | PglD inh | C2C12 statin
O=C(C[C@@H]1C=C[C@@H](NC(=O)Nc2ccccc2F)[C@H](CO)O1)NCc1ccc(Cl)cc1 | -13.5 | -3.4 | 0.1 | 0.6 | -0.5 | -0.1 | 3.2
C[C@@H]1CN([C@@H](C)CO)C(=O)c2cccc(NC(=O)c3ccc(-c4nccs4)cc3)c2O[C@H]1CN(C)Cc1ccc(C(=O)O)cc1 | -0.7 | 5.3 | 0.2 | 10.4 | -8.2 | 1.7 | nt
COc1ccc(CNC(=O)CN(C(=O)c2csnn2)c2cccc(C(C)=O)c2)cc1 | -2.8 | -4.5 | nt | 4.4 | 5.9 | 8.2 | 2.0
O=C(c1ccc(F)cc1)N1CC(=O)N2[C@@H](CO)[C@H](c3ccc(C#CC4CC4)cc3)[C@@H]2C1 | 4.7 | -4.0 | 0.1 | -0.7 | 41.3* | nt | nt
COC(=O)CSc1ncnc2scc(-c3ccccc3)c12 | -0.5 | -1.6 | 0.0 | 2.2 | ? | -1.6 | -7.1
O=C(Cc1ccccc1)NNC1CC(=O)N(c2ccc(Oc3ccccc3)cc2)C1=O (stereo not given) | -3.7 | -7.4 | 4.0 | -2.8 | ? | nt | nt
Cc1ccc(NC(=O)[C@@H]2O[C@H](CO)[C@@H](O)[C@H]2O)cc1C(F)(F)F | 0.5 | -0.2 | -0.2 | -5.7 | -3.1 | -0.3 | -12.1
CC(=O)Nc1ccc(S(=O)(=O)N2CCN(C(=O)c3ncoc3-c3cccc(F)c3)CC2)cc1 | -4.2 | 0.7 | nt | 1.7 | -8.2 | -3.3 | -9.7
COc1ccc(NC(=O)Nc2ccc3c(c2)C(=O)N([C@H](C)CO)C[C@H](C)[C@H](CN(C)S(=O)(=O)c2cccs2)OCCCC[C@H](C)O3)cc1 | 6.2 | 1.9 | 1.0 | -3.8 | -0.9 | 1.6 | nt
O=C(N[C@H](Cc1ccccc1)C(=O)N(CCC1=CCCCC1)CC1CC1)[C@H]1O[C@@H](n2ccc(=O)[nH]c2=O)[C@H](O)[C@@H]1O | 6.4 | 0.8 | 0.0 | 0.6 | 2.7 | nt | nt
Cc1cccc(Nc2nc(N)c([N+](=O)[O-])c(N3CCOCC3)n2)c1 | -2.8 | 3.7 | nt | -0.9 | -1.9 | 1.0 | -5.1
CC=Cc1ccc2n(c1=O)C[C@@H]1[C@@H](CO)[C@H](C(=O)NC3CCCC3)N(CC3CCCCC3)[C@H]21 (mixture of isomers) | -2.7 | 5.0 | -0.5 | -0.3 | -10.7 | 1.5 | 21.6
COC(=O)C1=C(CSCc2ccccc2)NC(=O)NC1c1cc(C)ccc1C (stereo not given) | -6.6 | -1.6 | nt | -0.4 | 7.1 | -2.5 | 9.3
COc1cc(C(CCN2CCN(c3ccccc3)CC2)c2c(OC)cc(OC)c3ccc(=O)oc23)cc(OC)c1OC (stereo not given) | -10.6 | -2.5 | -0.1 | 3.0 | -12.9 | -1.2 | -7.0
O=C(CN1C(=O)CSc2ncccc21)Nc1ccccc1F | -4.0 | -16.4 | nt | -2.4 | -1.6 | nt | 18.4
Cc1[nH]c(C)c(S(=O)(=O)Nc2ccccc2)c1C(=O)N1CCCC1 | 2.9 | -6.1 | nt | -17.1 | -1.2 | -2.0 | 1.0
O=C(Nc1ccncc1)c1sc2ccccc2c1Cl | 2.5 | 1.3 | 1.2 | 2.9 | -0.4 | nt | nt
Cc1cc(Br)ccc1OCC(=O)NC1CCCC1 | 0.2 | -1.4 | nt | 0.2 | -4.7 | 3.4 | 11.2
C[C@@H]1CN([C@@H](C)CO)C(=O)c2cccc(NS(=O)(=O)c3ccc(Cl)cc3)c2O[C@@H]1CN(C)Cc1ccc(C(F)(F)F)cc1 | -23.7 | 0.2 | -0.1 | 23.0 | 6.0 | -0.9 | -0.3
CC1(C)C2CCC1(CS(=O)(=O)NCCc1c[nH]c3ccccc13)C(=O)C2 (stereo not given) | 2.1 | -3.7 | -0.1 | 0.5 | 11.7 | 2.0 | -0.1
Cc1ccc(S(=O)(=O)NCCN=Cc2ccc(N(C)C)cc2)cc1 | -10.1 | -11.7 | nt | -0.7 | 0.3 | 6.5 | nt
CCOc1cc(/C=N/NC(=O)c2ccc(=O)n(C)c2)ccc1O | 6.9 | -1.8 | -1.0 | -3.9 | -2.5 | nt | nt
CC(C)NC(=O)Nc1cccc2c1O[C@@H](CN(C)C(=O)Nc1ccc3c(c1)OCO3)[C@H](C)CN([C@H](C)CO)C2=O | 10.1 | -0.3 | -4.1 | 0.7 | -0.3 | 2.7 | 1.4
CCCCc1nc(SCc2ccc([N+](=O)[O-])cc2)n[nH]1 | 1.9 | -8.9 | 0.4 | 1.9 | -4.1 | nt | 3.0
O=C(NCC1CCCO1)c1cccc(Oc2c(Cl)cccc2[N+](=O)[O-])c1 (stereo not given) | 12.6 | -1.8 | -0.2 | -7.8 | ? | 1.5 | nt

The final four records of the part before open the next one.
SMILES | S100A4 MyoIIA | SIRT5 block | E-sel inducer | ERp5 block | DENV2 CPE | PglD inh | C2C12 statin
CCOc1cc(/C=N/NC(=O)c2ccc(=O)n(C)c2)ccc1O | 6.9 | -1.8 | -1.0 | -3.9 | -2.5 | nt | nt
CC(C)NC(=O)Nc1cccc2c1O[C@@H](CN(C)C(=O)Nc1ccc3c(c1)OCO3)[C@H](C)CN([C@H](C)CO)C2=O | 10.1 | -0.3 | -4.1 | 0.7 | -0.3 | 2.7 | 1.4
CCCCc1nc(SCc2ccc([N+](=O)[O-])cc2)n[nH]1 | 1.9 | -8.9 | 0.4 | 1.9 | -4.1 | nt | 3.0
O=C(NCC1CCCO1)c1cccc(Oc2c(Cl)cccc2[N+](=O)[O-])c1 (stereo not given) | 12.6 | -1.8 | -0.2 | -7.8 | ? | 1.5 | nt
NS(=O)(=O)c1ccc2nc(NC(=O)CS(=O)(=O)c3ccccc3)sc2c1 | 2.6 | -0.9 | nt | 1.3 | 5.0 | 2.0 | 3.6
Nc1nnc2cc(F)ccc2n1 | 1.5 | nt | 0.5 | -1.3 | 19.5 | 1.7 | 4.1
C/C(N)=C(/C#N)C(=O)COC(=O)Cc1coc2cc(C)ccc12 | -3.7 | -2.6 | 3.7 | -1.1 | -7.2 | 1.1 | 25.5
COCn1cnc(-c2ccccc2)c1-c1ccccc1 | -1.7 | 3.3 | -0.1 | 1.1 | 11.2 | 4.8 | -7.5
c1ccc([C@H]2CN3C(=N2)Sc2ccccc23)cc1 | 4.2 | 0.0 | 0.3 | 2.2 | nt | 0.8 | -0.6
O=C(NCc1ccccc1Br)c1ccc2c(c1)OCCO2 | 4.1 | -2.3 | 0.0 | 4.4 | 8.9 | 2.4 | 13.2
CCCCS(=O)(=O)N1CCCC(C(=O)N2CCOCC2)C1 (stereo not given) | -0.5 | 5.1 | 0.7 | 1.0 | 4.4 | 0.3 | -4.1
C=CCNC(=O)c1onc(CSc2ccccc2CC)c1C(=O)O | -0.8 | nt | nt | 1.7 | 9.5 | -4.6 | 13.4
O=S(=O)(c1cccc(S(=O)(=O)N2CCC(n3nnc4ccccc43)CC2)c1)N1CCCCC1 | nt | nt | 0.0 | nt | nt | 2.6 | 8.9
CN(C)CCCNC(=O)C[C@@H]1C=C[C@H](NS(=O)(=O)c2ccccc2)[C@@H](CO)O1 | -0.8 | 15.4* | -1.9 | -2.9 | -3.9 | -1.6 | 1.8
O=C(NC1CC1)C1CCN(C(=O)c2ccc(Cl)cc2Cl)CC1 | 1.6 | -3.7 | nt | 4.8 | -4.8 | -8.3 | 0.7
CC(C)c1ccc(N(C(=O)CNC(=O)c2ccco2)C(C(=O)NC2CCCC2)c2cccnc2)cc1 (stereo not given) | 0.1 | -2.3 | 0.2 | -1.9 | ? | nt | 0.0
CCOCc1c(C(=O)Nc2ccc3nc(N4CCOCC4)sc3c2)oc2ccccc12 | -1.3 | 4.6 | 0.1 | -4.6 | 11.1 | 1.3 | 28.6
NC(=NC(=O)c1ccccc1)N1CCOCC1 | -6.4 | -1.1 | nt | 5.7 | -7.8 | 1.5 | 11.4
COC(=O)c1c(C)oc(C)c1S(=O)(=O)N(Cc1ccccc1)C(C)C | -3.5 | -0.9 | 1.1 | 7.9 | -1.9 | 5.6 | nt
COCCn1c(=NC(=O)CSC(C)=O)sc2cc(OC)ccc21 | 1.4 | -0.8 | nt | -2.1 | -1.5 | 2.2 | -7.1
CO[C@@H]1CN(C)C(=O)c2ccc(NC(=O)c3ccccc3)cc2OC[C@@H](C)N(C(=O)C2CC2)C[C@@H]1C | nt | nt | 1.8 | nt | nt | 0.3 | -21.9
CC(=O)c1sc(N/N=C\c2ccccc2O)nc1C | 1.0 | -0.5 | nt | 2.4 | nt | nt | 6.3
S=c1[nH]ncn1/N=C/c1ccco1 | -2.5 | nt | 0.4 | -0.5 | -3.7 | 6.8 | -25.1
O=C(NCCN1CCOCC1)c1ccc2c(c1)N(Cc1ccc(Cl)cc1)C(=O)CS2 | 14.4 | -1.8 | 0.2 | 1.5 | -5.1 | -5.7 | 21.8
CCOCc1c(C(=O)Nc2cc(OCC)c(N3CCOCC3)cc2OCC)oc2ccccc12 | -2.6 | -0.7 | 0.4 | -0.2 | -1.2 | nt | nt
O=c1ccnc(SCCc2ccccc2)[nH]1 | -5.7 | -2.2 | nt | 2.1 | 9.2 | -2.3 | 5.5
C[C@@H]1CN([C@H](C)CO)C(=O)c2cc(NC(=O)Nc3ccc(F)cc3)ccc2O[C@@H](C)CCCCO[C@H]1CN(C)C(=O)Nc1ccc(F)cc1 | -4.5 | 7.4 | nt | 1.2 | -8.4 | -1.9 | nt
O=C(NCC[C@@H]1CC[C@@H](NS(=O)(=O)c2ccc(F)cc2)[C@@H](CO)O1)Nc1ccc(F)cc1 | 1.4 | -3.2 | 0.0 | 0.2 | 1.0 | -0.5 | 0.7
COCc1cc(C)nc2sc(C(=O)Nc3ccccc3F)c(N)c12 | 4.9 | -3.2 | nt | 0.3 | 7.1 | -3.0 | -13.1

Following part:
SMILES | S100A4 MyoIIA | SIRT5 block | E-sel inducer | ERp5 block | DENV2 CPE | PglD inh | C2C12 statin
Cc1cc(C)nc(/N=C(\N)N2CCc3ccccc32)n1 | -2.3 | 1.0 | 2.2 | -2.3 | 5.9 | 2.5 | 2.2
CCC(C)NC(=O)c1cc2cc3ccc(OC)cc3nc2o1 (stereo not given) | -1.7 | -87.3 | 0.4 | 3.3 | -4.0 | 0.6 | -61.7
CO[C@H]1CC[C@H]2CCOc3ccc(C#N)cc3C(=O)N(C)[C@@H](C)C(=O)N(C)C[C@H]1O2 | 4.8 | -3.4 | 0.3 | 10.1 | 7.1 | -2.1 | -8.7
COc1ccc(CCNC(=O)CCn2cccc2)cc1OC | -4.7 | -6.8 | nt | 7.4 | nt | -3.9 | 10.2
Cc1cccc(C(=O)OCC(=O)NNC(=O)c2cccs2)c1O | -2.1 | 4.8 | -2.2 | -0.8 | -4.3 | 0.6 | 9.8
CN1C(=O)c2cc(NC(=O)C3CCOCC3)ccc2OC[C@H]2O[C@H](CC(=O)NCc3ccccc3F)CC[C@H]21 | -3.8 | -6.0 | 0.0 | -3.4 | -4.9 | -4.1 | 3.1
C[C@@H]1Cn2cnc(C(=O)Nc3ccccc3)c2C(=O)N1 | 12.3 | 3.3 | 0.0 | -0.1 | 6.2 | -5.4 | 4.6
COc1cccc(CN2C(=NC(=O)C3CC3)SC3CS(=O)(=O)CC32)c1 (stereo not given) | -1.9 | -10.7 | nt | 2.0 | -6.8 | -1.1 | 11.4
COc1ccc(CN(C)C[C@H]2Oc3ccc(NC(=O)CCCCCC(=O)Nc4ccccc4N)cc3C(=O)N([C@H](C)CO)C[C@H]2C)cc1 | -1.0 | -1.6 | -0.4 | 7.9 | -2.0 | nt | nt
CCCc1c(-c2ccccc2F)ncn1Cc1ccccc1OC | -4.3 | nt | -0.1 | 1.0 | 1.0 | nt | nt
